Bioassay records from PubChem BioAssay.
miR-122 sensor: inhibitors of miR-122 in Huh7 cells; Huh7 miR-122 Renilla luciferase sensor, 48 h; neutral wells = 0, positive control = 100; activation (reporter increase), % at 12.5 µM; hit rate 0.3% among 340,000; AID 602342;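 active = mean replicate activation score at least 90 and every replicate individually at or above 90; inconclusive = only one of the two criteria met; inactive = neither criterion met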;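 note: higher luciferase means less miR-122 activity so hits act as miR-122 inhibitors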
Cneo AK release: Cryptococcus neoformans lysis via adenylate kinase release; lysis activity, % at 15 µM; C. neoformans lysis, adenylate kinase release luminescence, 4 h; normalised: neutral wells 0, clomiphene wells 100; hit rate 0.2% among 360,000;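 active = mean lysis activity across replicates of at least 80%, whatever share of replicates individually reach that level; inactive = mean lysis activity below 80%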
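Test system: log-phase Cryptococcus neoformans yeast cells. Input: 5 × 10^6 yeast cells/mL. Medium: fresh YPD growth medium. Doses: single dose. Incubation: static 4 h at 37 °C with compound, 1 h detection. Measured by: luminescent adenylate kinase detection reagent. Read-out: signal increase indicating cell lysis. Benchmarks: Clomiphene.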
PAX8 inh HTS: PAX8 transcriptional activity inhibition; inhibition, % at 12.6 µM; AID 652154; RMG-I TPO-luciferase reporter, SteadyGlo, 24 h; hit rate 1.2% among 360,000;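 active = mean replicate inhibition at least 60% with every replicate also reaching 60%; inconclusive = only one of the two criteria is met; inactive = mean below 60% and not all replicates reaching 60%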;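 note: luciferase light reporting Pax8 driven TPO promoter activity; plate controls were median of neutral control wells for no effect and mitoxantrone controls for full effect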
Casp6 inh: caspase-6 (human) enzyme inhibition. P55212. purified caspase-6, Z-VEID-R110 cleavage fluorescence. inhibition, % at 12.5 µM. hit rate 0.53% among 350,000. AID 686996;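 active = mean inhibition across replicates at least about 35%, with every replicate also reaching that limit, limit read from the data; inconclusive = only one of the two criteria met; inactive = neither criterion met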;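 note: 0% = median of neutral control wells and 100% = no fluorescence left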
Target sequence (P55212 24-179 limits assumed): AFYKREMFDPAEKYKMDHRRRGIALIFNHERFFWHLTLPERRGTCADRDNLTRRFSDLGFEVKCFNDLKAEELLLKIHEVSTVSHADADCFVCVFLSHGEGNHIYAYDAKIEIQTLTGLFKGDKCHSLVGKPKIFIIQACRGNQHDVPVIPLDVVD
Target sequence (P55212 194-293 limits assumed): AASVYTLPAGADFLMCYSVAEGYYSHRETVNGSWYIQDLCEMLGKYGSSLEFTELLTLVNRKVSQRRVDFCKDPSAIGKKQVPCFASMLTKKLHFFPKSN
FN deposit inh: fibronectin deposition inhibition. AH1F fibroblasts, Alexa488-fibronectin deposition fluorescence, overnight. inhibition, % at 12.6 µM. hit rate 0.086% among 350,000;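 active = mean inhibition across replicates of 30% or more, regardless of how many single replicates reach that level; inconclusive = mean under 30% yet at least half of replicates reach 30%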;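 note: positive control wells lacked labelled fibronectin entirely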
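Material: AH1F fibroblast monolayer depositing Alexa488-labelled fibronectin into matrix | Input: 10000 AH1F cells/well | Medium: DMEM plus 2% serum, read in PBS | Reagent: Alexa488-fibronectin, 24 nM final in well | Compound dosing: One dose per compound, pinned | Schedule: 1 h adhesion, overnight exposure | Measured by: Fluorescence at 485 nm excitation, 525 nm emission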
PGC1a acetyl inh: lowers PGC1a acetylation signal in U2OS cells | AlphaScreen anti-acetyl-lysine; with virally co-expressed GCN5 acetyltransferase | inhibition, % at 15.6 µM | hit rate 0.17% among 350,000 | AID 651687;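 active = every replicate shows inhibition of at least 40%; inconclusive = mean inhibition at least 40% but some replicate below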;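 note: 0% = neutral control wells and 100% = positive control wells; some results beyond the cut were filed as inactive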
LGR2 antag: Drosophila LGR2 receptor signaling inhibition; hit rate 0.35% among 380,000; HEK293 LGR2, CRE-luciferase, bursicon-stimulated, 4 h; inhibition, % at 9.99 µM; AID 720647;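 active = drop in luminescence signal, shown as inhibition above about 50% in the replicate tests, limit read from the data, passing the limit was not always enough; inconclusive = probably only some replicates passing the limit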;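 note: agonist challenge used bursicon conditioned medium at about half maximal strength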
EWS-Fli inh: inhibitors of EWS/Fli oncoprotein transcriptional activity | A673 NR0B1-luciferase reporter, viability-normalised | inhibition, % at 12.6 µM | hit rate 0.67% among 350,000;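 active = mean inhibition of at least 50% after viability correction, with every replicate also passing that limit; inconclusive = mean reaches 50% but only one of two replicates passes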;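 note: firefly luciferase signal divided by Alamar Blue viability fluorescence both relative to DMSO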
An asterisk follows results filed as active; ? = inconclusive; · = no result given; & = joins results of further samples; [ ] = another dose, or the depositor's remark.

SMILES	miR-122 sensor	Cneo AK release	PAX8 inh HTS	Casp6 inh	FN deposit inh	PGC1a acetyl inh	LGR2 antag	EWS-Fli inh
Cc1cccc(NC(=O)c2ccc3c(c2)C(=O)N(Cc2cccnc2)C3=O)c1C	-3	1	-21	2	1	-1	-8	-3
C[C@@H]1CN([C@@H](C)CO)C(=O)c2cc(NC(=O)CCC(F)(F)F)ccc2O[C@@H]1CN(C)Cc1ccc(-c2ccccc2)cc1	0[16.7 µM]	18	·	·	19	-10	17	7
C[C@@H]1CCCCO[C@H](CN(C)C(=O)c2ccncc2)[C@H](C)CN([C@@H](C)CO)C(=O)c2cc(NS(=O)(=O)c3ccc(Cl)cc3)ccc2O1	-2[16.7 µM]	-2	7	0	-2	-3	6	-6
CCN(CC)C(=O)[C@H]1CC(CC(=O)NCCc2ccccn2)C(=O)N2CCc3c([nH]c4ccc(OC)cc34)[C@]12C (some centres undefined)	-6	1	-4	-1	4	6	5	-2
CCOC(=O)c1sc2cccc(Cl)c2c1N	-6	-1	9	·	-10	-21	·	·
CC(C)n1nnnc1SCC(=O)NC1CCCC1	·	2	-11	2	2	·	3	-4
O=C(C[C@@H]1C=C[C@@H](NC(=O)Nc2ccc(C(F)(F)F)cc2)[C@@H](CO)O1)NCCN1CCCC1	·	0	-12	0	2	14	3	0
Cc1cc(Br)ccc1OCCn1ccnc1	-1	2	73*	1	-2	·	-12	8
Cc1nc2nc(SCc3ccccc3)nn2c(C)c1C	-11	-2	-74	1	-1	-6	-16	-20
O=C(Nc1cc(C(F)(F)F)ccc1F)C1CCCC1	-3	0	·	-1	-10	0	-14	·
CN(C(=O)CSc1nc2ccccc2o1)C1CCCCC1	-9	·	-203	0	-8	-8	-59	-64
CS(=O)(=O)Nc1ccc2c(c1)[C@H]1C[C@@H](CC(=O)NCC(F)(F)F)O[C@@H](CO)[C@H]1O2	3[16.7 µM]	-1	0	1	-3	10	-14	3
COc1cc(OC)c(C(=O)Nc2ccc(S(=O)(=O)N3CCCCC3)cc2)cc1OC	-9	0	-12	-3	6	1	8	9
O=C(COc1ccccc1[N+](=O)[O-])N/N=C/c1ccc(OC(=O)c2ccco2)cc1	-6	-7	47	1	-1	·	-10	-16
COc1ccccc1CNC(=O)COc1cccnc1[N+](=O)[O-]	-1	-1	-16	-3	-1	·	8	5
Cc1noc(C)c1S(=O)(=O)N(C)C[C@H]1Oc2c(NC(=O)C3CCCCC3)cccc2C(=O)N([C@H](C)CO)C[C@H]1C	4[16.7 µM]	-12	·	1	·	3	-15	-7
CCc1csc(N2[C@H](C#N)[C@H](c3ccc(C4=CCCC4)cc3)[C@H]2CO)n1	·	0	11	-7	4	-5	-2	9
COc1ccc(NC(=O)Nc2ccc3c(c2)C(=O)N([C@@H](C)CO)C[C@@H](C)[C@@H](CN(C)S(=O)(=O)c2cn(C)cn2)OCCCC[C@H](C)O3)cc1	4[16.7 µM]	-1	3	·	·	0	-8	-26
C/C(=N/NC(=O)CNC(=O)c1cccnc1)c1ccc([N+](=O)[O-])cc1	-5	-3	27	2	2	?	-1	3
COc1ccccc1CCc1nnc(CCC(=O)N(C)Cc2ccncc2C)o1	·	·	-7	3	-5	·	-14	-1
O=C1c2ccccc2[C@@]2(Cc3ccccc3N(CCN3CCOCC3)C2=O)[C@H](c2ccc(CO)cc2)N1Cc1ccccc1Cl	·	-2	-11	3	·	·	·	-6
CC(C)NC(=O)N(C)C[C@H]1Oc2ccc(NC(=O)Nc3ccc(C(F)(F)F)cc3)cc2C(=O)N([C@H](C)CO)C[C@@H]1C	-10[16.7 µM]	8&-2	-3&-3	4&2	-2	-4&-10	-6&-8	1&8
CCOc1ccc(-c2noc(CCC(N)=O)n2)cc1OCC	0	1	·	·	5	5	·	·
C[C@@H]1CN([C@@H](C)CO)C(=O)c2cccc(N(C)C)c2O[C@H]1CN(C)S(C)(=O)=O	7[16.7 µM]	1	3	0	7	22	17	0
C[C@H]1CN([C@@H](C)CO)C(=O)c2cc(NC(=O)C3CC3)ccc2O[C@H]1CN(C)C	1[16.7 µM]	-1	-5	-2	2	-1	-6	·

Of the compounds above, these have a nitro group on carbon.
SMILES	miR-122 sensor	Cneo AK release	PAX8 inh HTS	Casp6 inh	FN deposit inh	PGC1a acetyl inh	LGR2 antag	EWS-Fli inh
O=C(COc1ccccc1[N+](=O)[O-])N/N=C/c1ccc(OC(=O)c2ccco2)cc1	-6	-7	47	1	-1	·	-10	-16
COc1ccccc1CNC(=O)COc1cccnc1[N+](=O)[O-]	-1	-1	-16	-3	-1	·	8	5
C/C(=N/NC(=O)CNC(=O)c1cccnc1)c1ccc([N+](=O)[O-])cc1	-5	-3	27	2	2	?	-1	3

Other compounds:
SMILES	miR-122 sensor	Cneo AK release	PAX8 inh HTS	Casp6 inh	FN deposit inh	PGC1a acetyl inh	LGR2 antag	EWS-Fli inh
O=C1NC[C@@H](CCCCN2C[C@H](Cc3ccc(O)cc3)N(CCc3ccccc3)C(=O)C2=O)N(Cc2ccccc2)C1=O	·	·	-2	1	1	·	-3	-3
C[C@@H]1CN([C@@H](C)CO)S(=O)(=O)c2ccc(C3=CCCC3)cc2O[C@H]1CN(C)C(=O)c1ccccn1	-5[16.7 µM]	-4	·	-4	·	11	-10	0
O=C1NC[C@H](CCCCN2CCN(Cc3ccccc3)C(=O)C2=O)N(CCC2CCCCC2)C1=O	·	·	-1	-2	2	·	-28	-6
COc1ccc(NC(=O)C2CCCN(c3nn4c(=O)cc(C)nc4s3)C2)cc1 (centres undefined)	·	3	·	0	-20	·	·	-5
COc1cc(C(=O)NCCc2ncccc2C)ccc1OC1CCN(C(C)=O)CC1	5	-2	-2	-5	-2	5	-1	-11
CCC(=O)N1CC2(C1)[C@H](c1ccccc1)[C@H](CO)N2CC1CCCC1	·	·	·	-1	-6	-12	-9	5
O=C(CN1CCN(Cc2ccccc2)CC1)NCCNc1ccc([N+](=O)[O-])cn1	4	0	7	5	-3	0	23	5
CN(C(=O)Cn1nc(C(=O)O)c2ccccc2c1=O)C1(C#N)CCCCC1	·	1	-14	-2	0	·	1	-5
C[C@H]1CCCCO[C@@H](CN(C)C(=O)Cc2ccccc2)[C@@H](C)CN([C@@H](C)CO)C(=O)c2cc(N(C)C)ccc2O1	1[16.7 µM]	·	21	·	·	-6	-22	1
O=C(Nc1ccc2c(c1)OCO2)c1n[nH]c(=O)c2ccccc12	-7	-3	-85	-2	0	8	-25	-172
Cc1ccc(N2CC(C(=O)Nc3ccc(S(=O)(=O)Nc4nccs4)cc3)CC2=O)cc1 (centres undefined)	-9	0	1	-1	1	-7	11	-2
COc1ccc(NC(=O)CSc2nnc(-c3ccccc3F)n2C2CC2)cc1S(N)(=O)=O	·	·	2	-1	6	·	11	7
Cc1ccc(-c2cc3ccccc3nc2N2CCCC2)cc1	0	-2	·	·	·	-4	8	·
Cc1cc(C(=O)NCC2CCCO2)n(-c2ccccc2)n1 (centres undefined)	-12	0	4	0	-12	0	-19	-1
Cc1ccc(S(=O)(=O)NCC(=O)N/N=C/c2ccccc2O)cc1	-8	-2	18	-5	15	14	16	10
CCC1=NN=C(c2ccc(F)cc2)C(c2c[nH]c3ccccc23)N1O (centres undefined)	5	2	·	·	2	-6	·	·
CN1C(=O)c2cc(NC(=O)C3CCCCC3)ccc2OC[C@H]2O[C@H](CC(=O)NC3CCCC3)CC[C@@H]21	6[16.7 µM]	·	1	·	3	-4	0	6
O=C(CN1CCCC1)Nc1c2c(cc3c1CCC3)CCC2	·	·	-3	-1	-6	·	23	6
CCOc1cc(C(=O)Nc2ccc3c4c(cccc24)C(=O)N3CC)cc(OCC)c1OCC	-3	-1	-4	-3	6	·	-7	·
CC(Oc1cccnc1[N+](=O)[O-])C(=O)Nc1ccc(F)cc1 (centres undefined)	2	1	-17	-2	-6	2	·	-9
CN(NS(=O)(=O)c1ccc(F)cc1)c1ncc(C(F)(F)F)cc1Cl	-1	·	7	-1	-19	-10	-18	5
CCOc1ccc2nc(N3CCCC(C(=O)NCCCN4CC(C)CC(C)C4)C3)sc2c1 (centres undefined)	10	-2	-20	-64	5	-4	3	·
COc1ccccc1Oc1coc2cc(OCC(N)=O)ccc2c1=O	-1	-2	-1	1	4	4	-22	-7
C[C@@H]1CN([C@@H](C)CO)C(=O)c2cc(C3=CCCCC3)cnc2O[C@H]1CN(C)C(=O)NC1CCCC1	·	-3	·	1	·	-5	0	-1
COc1ccc(NC(=O)C/C(C)=N/NC(=O)C2CCCCC2)c([N+](=O)[O-])c1	-4	0	-1	5	-1	5	-25	0

Continued:
SMILES	miR-122 sensor	Cneo AK release	PAX8 inh HTS	Casp6 inh	FN deposit inh	PGC1a acetyl inh	LGR2 antag	EWS-Fli inh
C[C@H]1CN([C@@H](C)CO)C(=O)c2cc(NC(=O)Cc3ccccc3)ccc2O[C@H]1CN(C)CC1CC1	4[16.7 µM]	-3	-1	1	·	·	-9	-5
CO[C@H]1CN(C)C(=O)c2cc(NC(=O)C3CCCC3)ccc2OC[C@@H](C)N(C(C)=O)C[C@@H]1C	10[16.7 µM]	-3	-15	·	8	8	12	-5
CCCNC(=O)N1[C@@H](CO)[C@@H](c2ccccc2)[C@@H]1CNC(C)=O	-18[16.7 µM]	1	-2	-1	1	3	24	1
COc1cc2c(cc1OC)CN(CC(=O)Nc1cccc(C(F)(F)F)c1)CC2	·	1	0	5	5	-16	-9	5
CN(C)c1cccc(NC(=O)NC2(C)CCS(=O)(=O)C2)c1 (centres undefined)	-3	-1	15	0	7	7	9	·
O=C(O)c1cccc(NC(=S)NC(NC(=O)c2ccco2)C(Cl)(Cl)Cl)c1 (centres undefined)	·	·	-21	2	5	·	9	0
COc1ccc(S(=O)(=O)N(C)C[C@@H]2Oc3ccc(NC(=O)Cc4ccccc4)cc3C(=O)N([C@H](C)CO)C[C@H]2C)cc1	6[16.7 µM]	0	0	2	1	12	-25	1
CCCCn1c2ccccc2c2nnc(SCCN3CCCCC3)nc21	-1	0	7	-4	2	9	21	5
O=C(Cn1ncc2c([nH]c3ccccc32)c1=O)N1CCCCC1	·	·	8	2	5	·	13	7
O=C(N/N=C1/CC2CCC1C2)c1cc2ccccc2cc1O (centres undefined)	3	1	-16	1	5	2	8	-1
CNC(=S)Nc1ccc(OCc2ccccc2)cc1	6	-1	-36	-3	4	·	-24	-18
O=C(O)c1ccccc1-n1cnnn1	-22	27	-7	0	-3	5	0	-3
Cc1ccc(-c2nc3c(c(=O)[nH]c(=O)n3CC(C)C)n2CC(C)C)cc1[N+](=O)[O-]	·	·	29	5	2	·	1	14
Cc1ccccc1C(=O)NC1CC2CCCC(C1)N2Cc1ccccc1Cl (centres undefined)	2	0	10	7	-3	·	12	1
Cc1ccc(CCNC(=O)CCS(=O)(=O)c2ccc3c(c2)oc(=O)n3C)cc1	·	-2	-6	2	8	·	-5	-5
CN(CC(=O)Nc1ccc(C(N)=O)cc1)S(=O)(=O)c1ccc2c(c1)OCCO2	2	2	·	1	10	1	-7	5
CCOC(=O)C1Nc2ccc(C(F)(F)F)cc2C2c3ccccc3CC12 (centres undefined)	0	0	-1	-8	-5	4	-2	-10
NC(=O)c1ncn([C@@H]2O[C@H](C(=O)N3CCN(Cc4ccccn4)CC3)[C@@H](O)[C@H]2O)n1	·	·	-5	-1	3	·	-3	-12
